High-throughput results (PubChem)
TROY NFkB inh – blocks TROY-dependent signaling in reporter cells; Q293 LMP1-TROYcd NF-kB luciferase reporter, 4 h; inhibition, % at 10 µM; 360,000 tested, 0.98% active;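 active = compounds whose plate-normalised and pattern-corrected inhibition of the luciferase reporter signal at the single screening dose is 50% or more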
TLR9-MyD88 inh – inhibitors of human TLR9-MyD88 binding; Q9NR96+Q99836; 340,000 tested, 0.21% active; inhibition, % at 4.98 µM; CHO BLA complementation TLR9-MyD88, CCF4 FRET ratio;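 active = inhibition above the mean over all tested compounds plus 3 SD, cut at about 21% in these data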;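 note: 0% = DMSO only wells and 100% = clavulanate BLA inhibitor control wells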
NR5A2 inv ag – suppresses constitutive activity of human LRH-1. O00482. HEK293T StAR-luciferase reporter, LRH-1 transfected, 24 h. inhibition, % at 3.6 µM. 360,000 tested, 0.13% active. AID 602396;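 active = inhibition above the mean inhibition of all tested compounds plus 3 SD, cut at about 73% in these data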;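 note: 0% = DMSO wells and 100% = reporter-only cells lacking LRH-1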
Target sequence (O00482 whole entry, looked up): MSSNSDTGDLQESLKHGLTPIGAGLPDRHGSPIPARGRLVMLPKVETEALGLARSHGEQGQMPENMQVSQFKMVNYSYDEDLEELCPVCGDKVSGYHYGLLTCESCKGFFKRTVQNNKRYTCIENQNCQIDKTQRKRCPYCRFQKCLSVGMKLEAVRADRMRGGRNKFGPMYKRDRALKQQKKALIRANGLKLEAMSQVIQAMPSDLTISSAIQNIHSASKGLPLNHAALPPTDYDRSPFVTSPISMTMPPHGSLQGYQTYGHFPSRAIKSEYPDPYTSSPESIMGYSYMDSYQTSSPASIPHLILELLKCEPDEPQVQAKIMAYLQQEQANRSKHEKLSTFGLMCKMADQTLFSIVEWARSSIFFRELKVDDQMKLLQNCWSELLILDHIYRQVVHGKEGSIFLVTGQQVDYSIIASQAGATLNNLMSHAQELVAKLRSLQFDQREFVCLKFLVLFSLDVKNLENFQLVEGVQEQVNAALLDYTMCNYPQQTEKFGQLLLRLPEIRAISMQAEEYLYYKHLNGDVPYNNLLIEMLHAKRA
NCOA3 inh – inhibitors of human steroid receptor coactivator 3 (SRC3); HEK293 GAL4-SRC3 luciferase reporter, luminescence; inhibition, % at 3.6 µM; 360,000 tested, 0.17% active; AID 588352;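 active = inhibition above a per-campaign cutoff, the mean of all compounds plus 3 SD, cut at about 60% in these data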;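 note: 0% = DMSO-treated cells and 100% = gossypol-treated cells at 36 µM; higher means less SRC3-driven luciferase light from the GAL4 reporter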
LMP1 NFkB inh – reduces LMP1-driven NF-kappaB luciferase signal | LMP1-induced NF-kappaB luciferase reporter cells, luminescence | inhibition, % at 12.5 µM | 350,000 tested, 0.69% active | AID 504558; in the data active = inhibition above about 41%;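 note: 0% = neutral control wells and 100% = reference inhibitor control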
NOD2 RIPK2 PPI – NOD2-RIPK2 protein interaction inhibition; CHO BLA complementation NOD2-RIPK2, CCF4 ratio; inhibition, % at 4.98 µM; 360,000 tested, 0.38% active; AID 624267; in the data active = inhibition above about 21%;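 note: 0% = vehicle only and 100% = reference blocker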
C8 TRAIL sens – sensitizes caspase-8 expressing cells to TRAIL. inhibition (viability loss, TRAIL sensitization), % at 10 µM. 360,000 tested, 1% active. AID 624354. NB7+C8 cells + TRAIL, ATPlite viability luminescence;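 active = compounds causing at least 50% loss of cell viability in the single-dose screen, relative to plate controls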
COUP-TFII inh – blocks human COUP-TFII nuclear receptor | 370,000 tested, 0.7% active | AID 686940 | inhibition, % at 8.6 µM | HEK293T NGFI-A luciferase reporter, luminescence;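 active = inhibition above a per-plate cutoff, mean inhibition of test wells between control levels plus 3 SD, cut at about 38% in these data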;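 note: cells cotransfected with COUP-TFII expression vector driving the NGFI-A reporter; 0% = median of COUP-TF2 test wells and 100% = reporter-only cells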
Target sequence (P24468 whole entry, looked up): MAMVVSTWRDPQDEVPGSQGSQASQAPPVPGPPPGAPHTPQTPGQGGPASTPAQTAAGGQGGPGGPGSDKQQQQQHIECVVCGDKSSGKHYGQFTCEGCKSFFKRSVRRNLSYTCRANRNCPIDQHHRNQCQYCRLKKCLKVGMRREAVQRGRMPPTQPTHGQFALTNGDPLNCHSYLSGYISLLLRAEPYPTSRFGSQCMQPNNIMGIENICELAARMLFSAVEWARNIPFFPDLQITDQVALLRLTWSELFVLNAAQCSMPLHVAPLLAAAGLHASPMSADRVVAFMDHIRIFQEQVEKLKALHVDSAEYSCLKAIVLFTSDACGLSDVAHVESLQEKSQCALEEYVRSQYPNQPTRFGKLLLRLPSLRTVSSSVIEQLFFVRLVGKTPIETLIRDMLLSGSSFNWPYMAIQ
NCOA1 inh – human NCOA1 inhibition; Q15788; HEK293 GAL4-SRC1 luciferase reporter, luminescence; inhibition, % at 3.6 µM; 360,000 tested, 0.12% active;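 active = inhibition above the campaign mean plus 3 SD, with each screening campaign given its own cutoff, cut at about 60% in these data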;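 note: 0% = DMSO treated cells and 100% = gossypol at 36 µM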
TWEAK Fn14 block – inhibitors of TWEAK-Fn14 interaction signaling. TWEAK-stimulated Fn14 reporter cells, luciferase luminescence, 8 h. inhibition, % at 10 µM. 360,000 tested, 2% active; in the data active = inhibition above about 50%
NCOA2 inhibitor – human SRC2 (NCOA2) inhibition. Q15596. inhibition, % at 9 µM. HEK293 GAL4-SRC2 luciferase reporter, luminescence. 370,000 tested, 0.17% active;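 active = inhibition above the mean inhibition of all tested compounds plus 3 SD, set per campaign, cut at about 52% in these data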;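 note: 0% = DMSO treated cells and 100% = cells given Gossypol at 36 µM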
Starred values were filed as active, the others as inactive; . = no result given.

SMILES	TROY NFkB inh	TLR9-MyD88 inh	NR5A2 inv ag	NCOA3 inh	LMP1 NFkB inh	NOD2 RIPK2 PPI	C8 TRAIL sens	COUP-TFII inh	NCOA1 inh	TWEAK Fn14 block	NCOA2 inhibitor
O=C(O)CSCC(=O)N1CCN(c2ncnc3scc(-c4ccccc4)c23)CC1	-1	0	-7	7	1	-8	-3	3	8	6	12
CCCCC(=O)Nc1nc2ccc(C(=O)OC)cc2s1	-43	-3	-96	-88	-35	-4	3	-33	-50	-22	-22
CCOC(=O)c1cc(C#N)c(N)nc1C	5	1	4	4	1	-12	18	-16	-9	5	-7
Cc1cc(=O)oc2cc(OCCCC[n+]3ccccc3)ccc12	-19	-13	3	14	-14	-2	-2	14	-3	-19	-32
Cc1ccc(C(=O)OCC(=O)N2C(C)CCCC2C)cc1S(=O)(=O)N1CCCCC1 (stereo unspecified)	-5	-9	0	5	4	1	8	-12	-6	4	13
O=C(CCN1C(=O)S/C(=C\c2ccccc2)C1=O)Nc1ccc(O)cc1C(=O)O	12	-3	-3	-16	0	-4	15	-1	-27	5	-11
O=c1nc(/C=C/c2ccccc2C(F)(F)F)cc(C(F)(F)F)[nH]1	19	-3	9	-19	3	0	12	2	-4	-1	-12
CCOC(=O)NC1(C(F)(F)F)NC(=O)N(c2ccc(F)cc2)C1=O (stereo unspecified)	14	1	-10	13	1	-8	-12	3	5	-8	1
CC(C)(C)C(=O)NC1(C(F)(F)F)NC(=O)N(c2ccccc2F)C1=O (stereo unspecified)	12	-4	2	-3	4	-9	-25	-3	15	5	2
CN1CCC(N(C)C(=O)c2ccccc2F)CC1	43	-8	4	-42	-2	-25	-12	-2	-1	7	9
CCCCOC(=O)Nc1nnc(C(C)C)s1	-10	5	-119	-95	-3	13	15	-41	-93	2	-72
CC12CCC(=O)N1C(C(=O)Nc1ccccc1N1CCOCC1)CS2 (stereo unspecified)	2	0	22	13	-8	-4	-9	4	-33	3	-7
CCN(CC(=O)Nc1c(F)cccc1F)C(=O)C1CC(=O)N(c2ccccc2OC)C1 (stereo unspecified)	12	-6	-8	-1	2	6	-16	-3	-7	13	-15
Cc1[nH]c(=O)c(Cc2ccccc2)c(O)c1C#N	3	-11	1	12	1	-1	8	8	17	-4	7
O=C(c1cc2ccccc2cc1O)N1CCN(c2ccccn2)CC1	9	7	19	5	-1	6	2	5	4	18	16
Cc1nc(C(=O)NC2CC2)sc1C1(C)CC(c2cccc([N+](=O)[O-])c2)=NO1 (stereo unspecified)	-29	-7	27	-2	-9	-13	7	4	-1	-5	5
Cc1ccc(C(=O)NCc2n[nH]c(=S)n2-c2ccccc2)cc1[N+](=O)[O-]	-15	-7	7	-6	2	-6	0	-10	0	-2	-17
Nc1nnc(SCC(=O)Nc2cc(S(=O)(=O)N3CCOCC3)ccc2N2CCCC2)s1	-24	4	-2	4	0	0	8	-6	-17	-7	-9
COc1cc(/C=C2\SC(=Nc3ccc(N4CCOCC4)cc3)N(C)C2=O)ccc1OC(C)C(=O)O (stereo unspecified)	-3	-2	-1	8	0	4	22	-9	-5	-2	-34
Cc1cccc(C(=O)OCC(=O)N2CCCC2=O)c1O	-26	-8	1	-3	-3	-6	-18	5	2	-13	15
CCN1CCN(c2c(C(=O)c3ccc(OC)cc3)cnc3ccccc23)CC1	-2	-14	-24	-1	5	-6	12	13	-15	-14	-1
Cc1ccc(/C=C2\SC(=S)N(CCC(=O)NNC(=O)c3ccccc3O)C2=O)cc1	1	-6	11	6	-4	-2	0	9	-2	-17	-11
O=C(NNS(=O)(=O)c1ccc(Br)cc1)c1ccncc1	8	2	6	5	-9	2	-5	15	-9	-4	3
COc1ccc(Cl)cc1C(=O)NNC(=O)COC(=O)CCN=C1NS(=O)(=O)c2ccccc21	3	-1	11	6	-5	-1	11	11	-7	4	-16
CCCCNC(=O)Nc1ccc(Br)cn1	-33	-9	-33	-28	-1	-16	-5	-21	-26	-24	-31
SMILES	TROY NFkB inh	TLR9-MyD88 inh	NR5A2 inv ag	NCOA3 inh	LMP1 NFkB inh	NOD2 RIPK2 PPI	C8 TRAIL sens	COUP-TFII inh	NCOA1 inh	TWEAK Fn14 block	NCOA2 inhibitor
CCCC(c1nnnn1Cc1ccc(F)cc1)N1CCN(C2CCCCC2)CC1 (stereo unspecified)	9	-5	6	14	-3	-17	9	-1	7	8	16
C=CCn1c2ccccc2c2nnc(SCC(=O)OC)nc21	-14	11	11	-11	-2	4	0	-21	-3	6	-13
COc1ccc(S(=O)(=O)N(CC(N)=O)C2CCCCC2)cc1Cl	-7	-9	-5	10	3	-7	1	7	4	1	-43
CC(=O)N1CSCC1C(=O)NNS(=O)(=O)c1ccccc1 (stereo unspecified)	-14	.	-7	12	.	-4	0	8	-16	6	-11
CCNC(=O)C1(C)CCN(Cc2cccc(Oc3ccccc3)c2)C1 (stereo unspecified)	5	.	9	-7	.	4	-3	17	-14	12	10
O=C(CNC(=O)c1ccc(Br)o1)NNC(=O)c1ccccc1F	5	-3	-4	13	1	-19	-2	-1	-8	-4	-25
N#CC(C#N)=C1C=CC=CN1/C(=C\c1ccccc1)C(=O)c1cccs1	-27	7	-5	-5	8	15	-16	-6	-10	-7	4
O=c1c(Cc2c(F)cccc2Cl)c(O)ccn1CC1CCCO1 (stereo unspecified)	3	4	-5	17	-3	-8	-7	2	3	-3	11
CCN(CC)Cc1c(O)ccc2c(=O)c(-c3ccc(Cl)cc3)coc12	-38	3	-1	-21	0	-3	-3	-7	-14	-12	3
COC(=O)c1c(-c2ccsc2)oc2ccc(-c3cc(OC)c(OC)c(OC)c3)cc12	0	2	0	-1	-1	-8	10	15	-11	5	-1
Cn1cccc1C(=O)OCC(=O)Nc1cc(C(C)(C)C)nn1-c1ccccc1	-7	-1	-3	7	-5	4	11	9	2	2	6
CCN(CC(=O)Nc1ccc(NC(C)=O)cc1)CC(=O)Nc1ccc(F)c(Cl)c1	17	10	-4	12	1	-3	-1	-3	15	6	3
CCOC(=O)C1=CCN(S(=O)(=O)c2ccc(Cl)cc2)C1c1ccccc1 (stereo unspecified)	12	.	2	2	.	-13	2	-3	-9	8	12
CCC1(C)N(O)C(C)(C)C(c2ccc(F)cc2)=[N+]1[O-] (stereo unspecified)	7	0	0	0	3	5	-6	-1	-16	0	-8
CCn1cc(C(=O)N[C@H](C(=O)NCCO)C(C)C)c(=O)c2cc3c(cc21)OCO3	-6	-2	16	2	-7	2	-17	-4	5	8	-41
CC1=C(CC[C@@H](C)CO)OC2CC3C4CCC5CC(O)CCC5(C)C4CC(=O)C3(C)C12 (stereo partly specified)	16	-4	-7	-2	-6	-6	23	7	-23	13	-18
COc1ccccc1CCC(=O)OCC(=O)NC1CC1	0	9	-19	-5	0	-9	-2	-2	-2	11	-2
NC(=O)C1CCN(c2ccc(C(F)(F)F)cn2)CC1	11	4	8	12	-5	-2	7	10	-5	1	-24
Cc1ccc(C(=O)Nc2ccc3c(c2)OCO3)cc1Cl	-62	6	-106	-77	-39	-4	17	-59	-84	-17	-53
CCOC(=O)C1(Cc2ccc(OC)cc2)CCN(C(=O)c2cccc3nccnc23)CC1	-14	8	7	1	7	-15	-7	2	13	-6	-2
Cc1csc2ncc(C(=O)N3CCc4ccccc43)c(=O)n12	-2	0	18	-5	-7	-1	0	-6	-4	0	-1
COc1ccc(CN2CCN(S(=O)(=O)c3ccc(NC(C)=O)cc3)CC2)cc1OC	1	-14	6	2	-1	8	21	1	17	-6	7
O=C(Nc1cccc(F)c1)Nc1ccnn1C1CCN(C(=O)CCN2CCCO2)CC1	8	0	-3	2	1	-3	9	-14	0	-12	-7
CCOC(=O)c1[nH]cnc1C(=O)Nc1ccc(F)cc1	-4	-8	-8	0	2	-6	-3	-6	-31	5	10
CCOc1ccccc1OCCC(=O)N1CCN(S(=O)(=O)c2ccccc2[N+](=O)[O-])CC1	-3	-7	20	14	7	-1	13	-39	-3	-82	-7

3 entries from above, ordered by count of non-hydrogen atoms, high to low.
SMILES	TROY NFkB inh	TLR9-MyD88 inh	NR5A2 inv ag	NCOA3 inh	LMP1 NFkB inh	NOD2 RIPK2 PPI	C8 TRAIL sens	COUP-TFII inh	NCOA1 inh	TWEAK Fn14 block	NCOA2 inhibitor
COC(=O)c1c(-c2ccsc2)oc2ccc(-c3cc(OC)c(OC)c(OC)c3)cc12	0	2	0	-1	-1	-8	10	15	-11	5	-1
O=C(CNC(=O)c1ccc(Br)o1)NNC(=O)c1ccccc1F	5	-3	-4	13	1	-19	-2	-1	-8	-4	-25
Cc1ccc(C(=O)Nc2ccc3c(c2)OCO3)cc1Cl	-62	6	-106	-77	-39	-4	17	-59	-84	-17	-53

Following part.
SMILES	TROY NFkB inh	TLR9-MyD88 inh	NR5A2 inv ag	NCOA3 inh	LMP1 NFkB inh	NOD2 RIPK2 PPI	C8 TRAIL sens	COUP-TFII inh	NCOA1 inh	TWEAK Fn14 block	NCOA2 inhibitor
CN1C(=O)[C@H]2[C@@H](c3ccccc3)N[C@]3(CCCN(Cc4ccc(F)cc4)C3=O)[C@H]2C1=O	-7	-7	12	9	3	-6	-3	-15	-35	5	-5
O=C(COC(=O)Cn1cnc2ccccc21)Nc1ccccc1C(F)(F)F	19	2	26	18	-7	-9	-2	4	8	12	14
Cc1c(C(=O)N2CCCC(C)(C(=O)NS(=O)(=O)C3CC3)C2)oc2ccccc12 (stereo unspecified)	-6	.	8	-1	.	-8	0	-1	5	1	-9
O=C(N/N=C1\CCc2ccccc21)c1ccccc1O	-19	-8	-109	-19	17	-1	63*	-45	-104	34	-13
Cc1nn(-c2ccccc2)c(Cl)c1/C=N/NC(=O)c1ccco1	-28	-4	-146	-114	-11	-4	29	-52	-125	-6	-61
Clc1cccc(-c2nc(NCCCN3CCOCC3)c3ccccc3n2)c1	-5	-11	1	3	-6	5	14	4	2	-4	8
O=C(NNC1CC(=O)N(c2ccccc2)C1=O)c1cccnc1 (stereo unspecified)	2	6	3	11	2	6	-1	0	4	3	-17
CC(=O)c1ccc(OCC(O)COc2ccc(C(C)=O)cc2)cc1	14	-3	-1	20	1	6	-6	-15	9	17	-14
Cc1c(C(=O)NCC2CCCO2)sc2nc(-c3ccccc3)cn12 (stereo unspecified)	-29	-1	-31	-27	-6	-10	7	-24	-29	-24	-43
O=C(Cn1sc2ccccc2c1=O)Nc1ccccc1	0	1	-1	3	3	18	-3	0	-9	6	2
CN(C)CCNc1oc(-c2ccccc2F)nc1C#N	-5	-4	11	-24	1	-11	-8	-10	-5	-13	-15
O=C(Nc1ccccc1C(=O)N1CCCC1)c1cccc(S(=O)(=O)N2CCCCC2)c1	11	2	-5	6	1	-2	-4	-15	20	-3	-1
CC(=O)[C@@]1(O)C(C)CC2C3C=C(C)C4=Cc5c(cnn5-c5ccccc5)C[C@]4(C)C3C(O)C[C@@]21C (stereo partly specified)	53*	-2	15	-64	-185	-2	11	-41	-31	-35	-32
CCN1C(=O)N[C@@H](c2ccc(Br)cc2)C(C(C)=O)=C1C	-12	0	18	-1	-5	6	3	11	2	0	-12
Cc1ccc(C)c(OCc2nc3ccc(S(=O)(=O)Nc4c(C)n(C)n(-c5ccccc5)c4=O)cc3[nH]2)c1	7	1	6	19	-4	-3	-4	22	3	-2	5
CC(C)(C)c1[nH]ncc1[N+](=O)[O-]	-5	9	7	12	-8	-14	-4	4	11	-5	-13
CCOc1cc(C2NC(=O)N(C)C(C)=C2[N+](=O)[O-])ccc1OC(C)=O (stereo unspecified)	-7	-4	-13	17	3	-10	0	6	7	7	11

These rows are one share of the data, so the mix of outcomes need not match the whole.
